Source: PubChem BioAssay (Fisher Drug Discovery Resource Center)
mcGAS inh = inhibitors of mouse cGAS; Q8C6L5; recombinant cGAS, Kinase-Glo ATP depletion luminescence; inhibition, % at 12.5 µM; hit rate 0.15% among 160,000;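 further: 0% = negative control wells and 100% = reference inhibitor with no enzyme activity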
hcGAS inh = human cGAS inhibition | Q8N884 | recombinant h-cGAS, ATP depletion, Kinase-Glo luminescence | inhibition, % at 12.5 µM | hit rate 0.081% among 290,000;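 further: 0% = vehicle reaction and 100% = reaction without DNA for no activity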
Target sequence (Q8N884 whole entry, looked up): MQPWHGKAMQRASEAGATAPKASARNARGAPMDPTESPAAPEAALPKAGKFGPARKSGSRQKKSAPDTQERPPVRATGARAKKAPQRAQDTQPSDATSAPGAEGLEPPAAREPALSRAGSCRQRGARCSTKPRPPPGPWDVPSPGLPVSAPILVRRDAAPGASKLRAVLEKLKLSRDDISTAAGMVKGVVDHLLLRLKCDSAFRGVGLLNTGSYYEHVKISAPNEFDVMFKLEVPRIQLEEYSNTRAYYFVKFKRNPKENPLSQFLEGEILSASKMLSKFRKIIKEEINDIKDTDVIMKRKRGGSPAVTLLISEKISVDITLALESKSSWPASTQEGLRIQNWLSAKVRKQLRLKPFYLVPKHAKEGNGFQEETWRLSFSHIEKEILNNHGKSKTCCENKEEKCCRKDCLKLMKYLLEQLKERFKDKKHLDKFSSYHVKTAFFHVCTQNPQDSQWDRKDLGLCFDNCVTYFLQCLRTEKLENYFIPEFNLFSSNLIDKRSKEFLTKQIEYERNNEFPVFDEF
NPYLR7 agonist = activates Aedes aegypti NPYLR7 receptor; HEK293T NPYLR7/Galpha15, GCaMP6s calcium fluorescence; activation, % at 10 µM; hit rate 0.15% among 270,000; in the data active means activation above about 40%;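 further: 0% = vehicle and 100% = reference agonist at the receptor; some compounds past the cut are filed as inactive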
Starred values were filed as active, the others as inactive; · = not tested or not shown; & = joins results of further samples; ! = not active in a repeat. Unless noted, no stated cut-off is given here; in the data, active means inhibition above about 40%; inactive means the rest.

Below each compound: mcGAS inh | hcGAS inh | NPYLR7 agonist
CN(C)S(=O)(=O)NC(c1ccc2c(c1)CCC2)c1cccs1 (centres undefined)
  -5 | -9 | 5
CC(SCc1nc2scc(-c3ccccc3)c2c(=O)[nH]1)C(=O)N1CCCC1Cc1ccccc1 (centres undefined)
  -8 | -6 | -1
O=C(NC1CCCC1)c1occc1COc1ccccc1
  1 | 6 | -4
Cc1cc(N(C)C)nc(-n2cc([N+](=O)[O-])cn2)n1
  -4 | 1 | 1
CCN1CCCC1CN(CC1CCN(CCOC)CC1)C(=O)c1cc(C)oc1C (centres undefined)
  · | -10 | 7
CN1C(=O)NC(c2ccsc2)C2=C1CN(C1CCN(Cc3ccccc3)CC1)C2=O (centres undefined)
  -5 | -3 | 25
Cc1ccc2oc(CN(C(=O)c3cnn(C)c3Cl)C(C)C)nc2c1
  -5 | -4 | 0
O=C(CSc1nnc(CNC(=O)c2cccs2)n1-c1cccc(C(F)(F)F)c1)Nc1nc2ccccc2s1
  · | -3 | -8
N=C(N)c1ccc(OCCCCCOc2ccc(C(=N)N)cc2)cc1
  · | 4&7&6 | 66*!
C=CCOCC(O)CN(Cc1ccco1)Cc1cccc(OC)c1OC (centres undefined)
  -2 | -4 | 13
CCC1CCCCN1CC(=O)N1CCC(Cc2n[nH]c(=O)n2CC)CC1 (centres undefined)
  -6 | -11 | ·
Cc1ccc(C(C)CCN2CCC(N3CCC(C(=O)N4CCCC4)CC3)CC2)o1 (centres undefined)
  · | -8 | 3
Cc1cccc(-n2c(SCc3nc(C(=O)NC(C)CCc4ccccc4)cs3)nnc2-c2cccs2)c1 (centres undefined)
  -6 | -4 | 20
COc1cc(NC(=O)C2(C)CCCN2C)cc(OC)c1OC (centres undefined)
  -8 | -16 | 5
COc1ccc(CCN(C)C(=O)c2cc(-c3ccc(F)cc3)n(-c3cccc(C)c3)c2C)cc1OC
  -5 | -6 | -6
CCn1c(C)cc(O)c(C(c2ccc(OC)cc2)N2CCN(c3ccccc3F)CC2)c1=O (centres undefined)
  · | -1 | 5
CC(Cn1cncn1)NC(=O)c1ccc2nc(Cc3ccccc3F)oc2c1 (centres undefined)
  -14 | -10 | 19
O=C(Oc1ccc([N+](=O)[O-])cc1)c1cn2cc(C(F)(F)F)cc(Cl)c2n1
  · | 1 | -8
CCOC(=O)C1(Cc2ccccc2C)CCCN(C(=O)C2=NN(C)C(=O)CC2)C1 (centres undefined)
  -4 | -3 | -8
COc1cc(=O)n(-c2ccccc2C)nc1C(=O)Nc1ccccc1Cl
  · | -7 | 8

Overlap with the part before: 4 entries, then new ones.
Below each compound: mcGAS inh | hcGAS inh | NPYLR7 agonist
CC(Cn1cncn1)NC(=O)c1ccc2nc(Cc3ccccc3F)oc2c1 (centres undefined)
  -14 | -10 | 19
O=C(Oc1ccc([N+](=O)[O-])cc1)c1cn2cc(C(F)(F)F)cc(Cl)c2n1
  · | 1 | -8
CCOC(=O)C1(Cc2ccccc2C)CCCN(C(=O)C2=NN(C)C(=O)CC2)C1 (centres undefined)
  -4 | -3 | -8
COc1cc(=O)n(-c2ccccc2C)nc1C(=O)Nc1ccccc1Cl
  · | -7 | 8
CC1CCC(NC(=O)c2cc3c(s2)CS(=O)(=O)C3)CC1 (centres undefined)
  -5 | -6 | 4
COc1coc(C(=O)Nc2nccs2)cc1=O
  · | -6 | 10
c1cnn(CC2(CNC3CCCNC3)CC2)c1 (centres undefined)
  0 | 1 | 4
Cc1ccc(CN(Cc2ccc3c(c2)OCO3)C(=O)CN(CC2CCCO2)C(=O)Nc2ccc(F)c(Cl)c2)o1 (centres undefined)
  -5 | -6 | 11
CCCSc1ncccc1C(=O)NCc1ccco1
  -5 | -5 | -2
COc1cccc(-c2nnc(SCc3ccc(C(=O)N4CCN(c5ccccc5F)CC4)cc3)n2-c2ccccc2OC)c1
  -3 | -2 | ·
CCOC(=O)C1CCN(C(=O)Nc2ccc(Cl)cc2C)CC1
  · | -2 | 15
Cc1cc(C)c(NC(=O)C2CCN(S(=O)(=O)c3cccs3)CC2)c(C)c1
  -4 | -5 | -5
Cc1ncc(CN2CCCC(C(=O)Nc3cccc(-c4cc5ccccc5[nH]4)c3)C2)s1 (centres undefined)
  -10 | -3 | 4
O=C(COC(=O)C=Cc1ccc(Br)o1)NC1CCCCC1
  · | -1 | -8
CC(C)(C)c1cc2nc(NCCOc3ccccc3)ccn2n1
  -5 | -2 | -4
CC1CCN(Cc2nnnn2CCCC(=O)NC2CCOC2)CC1 (centres undefined)
  · | -1 | 9
CCC/C=C/c1cccc(C(=O)NCC)c1
  -12 | -5 | 14
CC1CC1C(NC(=O)N(C)Cc1cnccn1)c1ccc(Cl)cc1 (centres undefined)
  -8 | -14 | -2
CCS(=O)(=O)N1CCc2cc(-c3csc(-c4ccc(OC)c(OC)c4)n3)ccc21
  -9 | -6 | 1
Cc1cccc(NC=c2c(C)c(C#N)c3nc4ccccc4n3c2=O)c1
  · | 3 | 8
CCN(CC)CCNC(=O)c1cc(NC(=O)Nc2cccc(Br)c2)ccc1N1CCCCC1
  -5 | -11 | -1
CCOC(=O)c1cc([C@@H](C)CCC=C(C)C)sc1NC(=O)[C@H](C)OC(C)=O
  -4 | -5 | 15
CN(CCc1cnn(C)c1)C(=O)[C@H]1CNC[C@H](C(=O)N2CCOCC2)C1
  -4 | -4 | ·
COc1ccc(C)c2sc(N(Cc3ccccn3)C(=O)c3ccc(S(=O)(=O)N(C)C)cc3)nc12
  -12 | -9 | 2
CCOC(=O)N1CCN(C(=O)CC(c2cccc(F)c2)c2c[nH]c3c(CC)cccc23)CC1 (centres undefined)
  -3 | -2 | 0
Cc1cccc(COn2cccc(C(=O)Nc3ccccc3Cl)c2=O)c1
  -5 | -1 | 2
C1CCc2c(c(N3CCOCC3)nc3sc4c(N5CCNCC5)nnnc4c23)C1
  · | -4 | 3
O=C(CN1CCc2ccccc2C1)NCC1CCN(c2ccccc2)C1 (centres undefined)
  · | -13 | -2
COc1cccc(C(=O)N2CCN(c3cc(Oc4cccc(Cl)c4)ncn3)CC2C)c1 (centres undefined)
  -6 | -7 | 9
CCOC(=O)c1cnn(-c2ccc(C(=O)O)cc2)c1C(F)(F)F
  -1 | 1 | -7
Brc1ccc(-c2nnc3sc(CN4CCCCCC4)cn23)cc1
  2 | 12 | 1
COc1ccc(CC2CCN(C(=O)c3ccc(F)c(F)c3F)CC2)cc1
  -7 | -2 | 2
CC(C)(C)OC(=O)N1CCC(NCc2ccc(Cl)o2)CC1
  · | -13 | 1
N#Cc1c(N)sc2c1CCCCC2
  · | -6 | 1
COc1cccc(CNC(=O)COc2cc(C)nc(N3CCCCCC3)n2)c1OC
  -5 | -2 | -4
Cc1ccc(CN2CCC=C(CCNC(=O)N3CCOCC3)C2)cc1
  · | -4 | 3
O=C(c1cccc([N+](=O)[O-])c1)N1CCN(c2cc(Oc3ccc(F)cc3)ncn2)CC1
  -9 | -12 | ·
FC(F)(F)c1ccc(Cn2ccnc2CNCCN2CCOCC2)cc1
  -5 | -4 | -2
NC(N)=NN=Cc1ccc(-c2ccccc2)cc1
  · | -2 | -6
COc1ccc(CCN(Cc2ccco2)C(=O)CN(C(=O)Nc2ccccc2C(F)(F)F)C(C)C)cc1OC
  -6 | -14 | ·
CC(=O)Nc1cccc(NC(=O)CCN2CCCN(C)CC2)c1
  -19 | -5 | 23
CCCC(CCC)=NNC(=S)NC1CCCCC1
  -3 | -8 | -1
CNc1snc(C)c1C(=O)OCC(=O)NC1CCC(C)CC1 (centres undefined)
  · | -6 | -2
COCCn1cc(C(=O)N2CCN(C(=O)c3ccccc3)CC2)c2nn(-c3ccccc3)c(=O)c-2c1
  -8 | -6 | 1

Reprinted from the part before: five entries; new compounds follow.
Below each compound: mcGAS inh | hcGAS inh | NPYLR7 agonist
COc1ccc(CCN(Cc2ccco2)C(=O)CN(C(=O)Nc2ccccc2C(F)(F)F)C(C)C)cc1OC
  -6 | -14 | ·
CC(=O)Nc1cccc(NC(=O)CCN2CCCN(C)CC2)c1
  -19 | -5 | 23
CCCC(CCC)=NNC(=S)NC1CCCCC1
  -3 | -8 | -1
CNc1snc(C)c1C(=O)OCC(=O)NC1CCC(C)CC1 (centres undefined)
  · | -6 | -2
COCCn1cc(C(=O)N2CCN(C(=O)c3ccccc3)CC2)c2nn(-c3ccccc3)c(=O)c-2c1
  -8 | -6 | 1
COc1cc(C)c(S(=O)(=O)Nc2cccc(F)c2C(=O)O)cc1OC
  · | -10 | 10
CCc1nnc(NC(=O)c2ccc(F)cc2Cl)s1
  · | -9 | -2
Cc1cc(C(=O)Nc2c(C)cccc2OC(F)F)c(C)s1
  · | -7&-3 | 2&-1
Cc1ccc(C(C(=O)NCc2ccc(S(N)(=O)=O)cc2)N(C)C)cc1 (centres undefined)
  · | -4 | 1
Cc1nc2sccn2c1-c1nnc(SCC(=O)N2CCN(c3ccccc3)CC2)n1C
  -8 | -1 | -5
COCCCn1cc(C(=O)Nc2nc(C)cs2)c2nn(-c3ccccc3)c(=O)c-2c1
  -9 | -5 | 14
CCOCCNC(=O)c1ccc(-n2nc(C(=O)OCC)cc2-c2ccccc2C)cc1
  -4 | 0 | 1
CC(C)(C)NC(=O)CSc1nnnn1-c1ccc(O)cc1
  -5 | -8 | -4
Cc1ccc(/C=N\Nc2ncnc3nc[nH]c23)cc1
  · | -10 | 0
CCn1c(C2CCCN(c3cnc4ccc(Cl)cc4n3)C2)n[nH]c1=O (centres undefined)
  · | -5 | 19
Cc1ccc(S(=O)(=O)Nc2cccc(-c3ccc4nncn4n3)c2)s1
  -8 | -5 | -9
Cc1ccc(C(c2ccccc2)N2CCN(C(=O)c3cnn(C)c3Cl)CC2)cc1 (centres undefined)
  -2 | 0 | 2
Cc1ccc(S(=O)(=O)C2(C(=O)Nc3ncc(C)s3)CCC2)cc1
  · | -6 | 5
O=C(c1cn[nH]n1)N1CCCOC(Cn2cccn2)C1 (centres undefined)
  -11 | -4 | 1
CCOC(=O)CCc1c(C)nc2ncnn2c1NCCCOC(C)C
  -5 | 1 | ·
COc1ccccc1CNc1nc(Oc2cncc(Cl)c2)c2sccc2n1
  · | -15 | 6
Cc1cccc(C)c1-n1nnnc1SCC(O)CN1CCC(C)CC1 (centres undefined)
  · | -6 | 12
CCCC(=O)Nc1ccc(CC(=O)NCc2ccccc2C)cc1
  -11 | -7 | 7
Cc1cc(O)cc(C)c1NS(=O)(=O)c1ccccc1
  -6 | -5 | -5
COc1cc(CN(C)Cc2ccc(Cl)cc2)ccc1O
  · | -8 | 5
O=C(Nc1ccc(Cl)cc1)C(C1CCCC1)N1CCN(C(=O)c2ccccc2C(F)(F)F)CC1 (centres undefined)
  -4 | -4 | 7
O=C(CN1CCN(c2ccccc2)CC1)Nc1scc2c1c(=O)oc1ccccc12
  · | -9 | 10
COC1CCCN(Cc2nc(Cc3cccc(C(F)(F)F)c3)no2)C1 (centres undefined)
  -12 | -9 | 7
COc1ccc2sc(N(Cc3cccnc3)C(=O)c3ccc(Br)s3)nc2c1
  -8 | -7 | -3
COc1ccc(C2CCCN2C(=O)Cc2c(C)n[nH]c2C)c(OC)c1 (centres undefined)
  · | -8 | -14
CCn1cc(CN2CCCC(CN3CCCCC3)C2)cc1C#N (centres undefined)
  -4 | -8 | ·
CCN=C1SC(CC(=O)NC(N)=O)C(=O)N1CC (centres undefined)
  -7 | -7 | -10
O=C(CSc1ncnc2c1nnn2Cc1ccccc1F)N1CCCc2ccccc21
  -4 | -6 | 5
COc1cc(/C=C/CN2CC(=O)N(C3CCCCC3)CC(OCc3ccncc3)C2)ccc1O (centres undefined)
  -16 | -5 | 11
CCc1[nH]n(-c2cccc(Cl)c2)c(=O)c1C1=C([n+]2cccc(C)c2)C(=O)N(CCOC)C1=O
  -9 | -13 | -2
Cc1cc(C)n(C2(c3ccccc3)CC(C)C(=O)O2)n1 (centres undefined)
  · | 4 | -2
COCCn1c(C2CC(=O)N(c3cccc(C)c3)C2)nc2ccccc21 (centres undefined)
  2 | 1 | -6
CC(C)N(CCC(=O)N1CCN(C/C=C/c2ccccc2)CC1)c1nc(Cc2ccc(Cl)cc2)ns1
  -5 | -6 | 7
COc1ccc(-c2cc(-c3ccccc3)nc(SCc3ccc(Cl)cc3)c2C#N)cc1
  -6 | 10 | -6
CSC1=NCCN1C(=O)c1ccc(C)c([N+](=O)[O-])c1
  -2 | -2 | 6
Cc1nc(NCc2ccc(F)cc2)nc(N(C)C)n1
  · | 10 | -4
CCOC(=O)c1ccc2c(c1)nc(SCc1cc(F)c(Cl)cc1Cl)n2Cc1ccccn1
  2 | 0 | -2
CCC(O)c1nc2ccccc2n1CCCOc1ccc(C)c(C)c1 (centres undefined)
  · | -4 | 3
Cn1nnc2c1CCN(C(=O)CCCCc1ccc(Br)cc1)C2
  · | 5 | 0
CCc1cnc2c(c1NCCC1=CCCCC1)c(=O)n(C)c(=O)n2C
  · | -7 | 6
O=S(=O)(c1ccc(SCc2nc3ccccc3o2)nc1)N1CCOCC1
  · | 4 | -3
O=C(c1ccc(F)cc1)N1CCC(n2c(Cc3ccccc3)nc3ccccc32)CC1
  -4 | 0 | 2
CCc1cccc2c(C(CC(=O)NC3CC3)c3ccc(Cl)cc3)c[nH]c12 (centres undefined)
  -5 | -6 | 26
COCCN1C(=O)C(c2c(C)[nH]n(-c3cccc(Cl)c3)c2=O)=C(N2CCC(C)CC2)C1=O
  -9 | -10 | 27
Cc1cc(C)cc(CC(=O)N2CCC(n3cnc4ccc(C)cc43)CC2)c1
  -5 | -5 | 3
COCC(C)(O)C(=O)N1CC(C)OC(C)C1 (centres undefined)
  · | 15 | -4
Cc1cccc(-c2ccnc3nc(N4CCN(C(=O)c5ccccc5C(F)(F)F)CC4)nn23)c1
  -9 | -2 | 1
O=C(Cc1cccc2ccccc12)Nn1cnc2c(cnn2-c2ccccc2)c1=O
  · | -4 | 5
CC=CC(=O)OCC(=O)Nc1sc2c(c1C(N)=O)CCCC2
  · | -5 | -11
